VEEV TC-83 Vero: inhibitors of VEEV TC-83 cytopathic effect, confirmation, Vero cells (AID 588727). Vero cells, VEEV TC-83 cytopathic effect inhibition; higher % means a stronger effect. inhibition, % at 20 µM, or IC50 in µM where a hit was titrated. actives 0.13% (n = 350,000); in the data active = a potency from the dose series; inconclusive = inhibition mostly from about 14% at the one dose, without a potency; inactive = the rest, 99 in 100 with inhibition below about 12%; note: strong numbers were not always called active
M. tuberculosis: growth inhibition of non-replicating M. tuberculosis (AID 488890) | actives 0.39% (n = 320,000) | inhibition, % at 25 µM; hits with a dose series show IC50 in µM | Mycobacterium tuberculosis non-replicating, growth inhibition; higher % means a stronger effect; in the data active = a potency from the dose series; inconclusive = inhibition mostly from about 82% at the one dose, without a potency; inactive = the rest, 99 in 100 with inhibition below about 76%;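 note: plate controls were DMSO cells for no effect and high antibiotic wells for full effect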
M. tuberculosis HTS: M. tuberculosis growth inhibition, HTS (AID 449762); M. tuberculosis H37Rv growth inhibition, 7H9 media; higher % means a stronger effect; inhibition, % at 25 µM, or IC50 in µM where a hit was titrated; actives 0.59% (n = 330,000); in the data active = a potency from the dose series; inconclusive = inhibition above about 70% without an active follow-up result;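 note: bacterial growth assessed after seven days of incubation; strong numbers were not always called active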
influenza NS1A: NS1A inhibition, H1N1 influenza, cell based functional assay (AID 504329). NS1A functional cell-based assay, percent inhibition; higher % means a stronger effect. one-dose inhibition, % at 12.5 µM; IC50 in µM for titrated hits. actives 0.3% (n = 340,000); in the data active = a potency from the dose series; inconclusive = inhibition above about 27% without an active follow-up result; note: strong numbers were not always called active
PhoP GFP inhibition: PhoP regulon inhibitors, Salmonella typhi PhoP promoter GFP reporter, confirmatory (AID 1850) | one-dose inhibition, % at 50 µM; IC50 in µM for titrated hits | Salmonella Typhi PhoP-promoter GFP reporter, fluorescence, 4 h; higher % means a stronger effect | actives 0.33% (n = 310,000); in the data active = a potency from the dose series; inconclusive = inhibition mostly from about 25% at the one dose, without a potency; inactive = the rest, 99 in 100 with inhibition below about 19%;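 note: 0% = induced wells with vehicle and 100% = uninduced wells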
VEEV TC-83 Vero 10K pilot screen: further read-out of VEEV TC-83 Vero, marked with its call; inhibition, %; measured here: 10K pilot screen inhibition
* = called active by the depositor; i = inactive; ? = inconclusive; · = not tested or not shown.

SMILES | VEEV TC-83 Vero | M. tuberculosis | M. tuberculosis HTS | influenza NS1A | PhoP GFP inhibition | others
NNc1nc(Nc2ccccc2)nc(N2CCCCC2)n1 | 0.7% | 78% | ? | -7% | 7%
C=CCn1c(SCC(=O)N2CCc3ccccc3C2)nc2sc(C)cc2c1=O | 6.0% | -10% | 2% | 2% | -17%
O=C(NC1=NCCS1)c1cccc(F)c1 | 0.6% | 0% | -8% | · | 3%
CN(C)CC1CSCCC1(O)c1ccccc1 (configuration not stated) | 1.7% | 0% | -1% | 5% | 3%
CC(C)c1ccc(/C=C(\c2nc3ccccc3[nH]2)S(=O)(=O)c2ccccc2)cc1 | 12% | 53% | 9% | -11% | 5%
Cc1cccc(Nc2ncccc2C(=O)NCc2cccs2)c1C | i | 6% | 56% | -2% | 3%
CCCCCOC(=O)Cn1c(N2CCCCCC2)nc2c1c(=O)[nH]c(=O)n2C | 5.1% | -4% | -4% | -13% | 13%
CCSc1nnc(COc2ccccc2)n1CC | 4.0% | -6% | -1% | 9% | 19%
COc1cc(C2C3C(C)N(C)C(=O)N(C)C3N(C)C(=O)N2C)ccc1O (configuration not stated) | 1.3% | 12% | 3% | 6% | -5% | VEEV TC-83 Vero 10K pilot screen=3.7
O=C(N1CCOCC1)N1CCCC(c2nc(-c3cccs3)no2)C1 (configuration not stated) | i | 1% | 2% | -4% | -6%
OCCn1c(CSc2nc3ccccc3n2CCO)nc2ccccc21 | 0.3% | 8% | -5% | -3% | -2%
C[C@H](CO)N1C[C@H](C)[C@@H](CN(C)S(C)(=O)=O)Oc2c(NC(=O)Nc3ccc(C(F)(F)F)cc3)cccc2C1=O | 4.9% | 15% | -3% | 0% | ·
O=C1C=C(c2ccc(O)cc2)C[C@@H](c2ccc(Cl)cc2)C1 | 1.6% | -1% | ? | 15% | ·
O=C(CSCc1ccco1)NC1CCCC1 | i | 56% | 2% | -1% | -1%
Cc1nc2ccc(S(=O)(=O)NCC(=O)NCCc3ccc(Cl)cc3)cc2s1 | 5.5% | -2% | 7% | 7% | 9%
COc1cc(NC(=O)C2CCCO2)c(OC)cc1Cl (configuration not stated) | i | -6% | 0% | 3% | -2%
N/C(=N\OC(=O)COc1ccc(Cl)cc1)c1cccnc1 | 0.2% | 22% | 7% | -9% | -6%
CCNC(=S)NNC(=O)c1ccc(OC(F)F)cc1 | i | 0% | -7% | 4% | 0%
COc1ccc(/C=N/NC(=O)C(C)n2nnc3ccccc32)cc1OC (configuration not stated) | 0.8% | 9% | 7% | -1% | 5%
CNNC(=O)C(=O)NNS(=O)(=O)c1ccccc1 | 0.8% | 6% | 8% | -5% | 3%
CCc1cc(=O)[nH]c(SCCCF)n1 | 1.2% | 2% | -5% | -9% | -10%
C=CCOC(=O)c1sc(NC(=O)c2ccc(OC)cc2)nc1C | 1.0% | -7% | -6% | -4% | -10%
CC(C)(C)n1nc(-c2ccc(Cl)cc2)c2c(N)ncnc21 | 4.8% | 39% | 66% | 1% | -2%
CC1CCCCN1C(=O)c1ccc(Br)o1 (configuration not stated) | 0.5% | 4% | -19% | -10% | -15%
O=c1[nH]nc(C(F)(F)F)c2nnn(Cc3ccccc3Cl)c12 | 0.7% | 24% | 9% | 3% | 6%
CCCc1cc(N2CCC(C(N)=O)CC2)nc(-c2ccccc2)n1 | 0.4% | 0% | 5% | -7% | -8%
COC(=O)[C@@H]1[C@@H](C)N(Cc2ccccc2)C(=O)N[C@H]1c1cccc(C(F)(F)F)c1 | 0.1% | 21% | 0% | 4% | 12% | VEEV TC-83 Vero 10K pilot screen=0.0
Cc1ccc(C(=O)N2CCN(c3ccc(N4CCOCC4)nn3)CC2)cc1C | i | 14% | -9% | -2% | -6%
C=CCOc1ccc(/C=N/NC(=O)CN2CCCCC2)cc1OC | i | 12% | 0% | 1% | -6%
Cc1ccc(NC(=S)N(CCN(C)C)Cc2cccs2)c(C)c1 | 0.1% | 18% | -10% | 9% | 3%
Cc1ccccc1NC(=O)c1cc(S(=O)(=O)c2ccccc2)ccc1Cl | 6.8% | 0% | -2% | -25% | -2%
C/C(=C\c1ccccc1)C(=O)NCCCn1ccnc1 | i | 35% | 3% | -7% | -8%
COc1cc2c(cc1NC(=O)c1cccc(F)c1)CCCC2 | 0.6% | 11% | 0% | -4% | -1%
CN(Cc1ccon1)C(=O)c1ccc2nc(Cc3cccc(Cl)c3)oc2c1 | 2.8% | 21% | 2% | -9% | 2%
CCCCSCCCNC(=O)CCCN1C(=O)c2ccccc2Sc2ncccc21 | i | 28% | -3% | -3% | 0%
CN(C)c1ccc(S(=O)(=O)NCC(=O)OCC(=O)Nc2cccc(Cl)c2)cc1[N+](=O)[O-] | 0.1% | -24% | -1% | -2% | -4%

For convenience, 3 of the compounds above:
SMILES | VEEV TC-83 Vero | M. tuberculosis | M. tuberculosis HTS | influenza NS1A | PhoP GFP inhibition | others
CN(Cc1ccon1)C(=O)c1ccc2nc(Cc3cccc(Cl)c3)oc2c1 | 2.8% | 21% | 2% | -9% | 2%
CCCCSCCCNC(=O)CCCN1C(=O)c2ccccc2Sc2ncccc21 | i | 28% | -3% | -3% | 0%
CN(C)c1ccc(S(=O)(=O)NCC(=O)OCC(=O)Nc2cccc(Cl)c2)cc1[N+](=O)[O-] | 0.1% | -24% | -1% | -2% | -4%

Other results follow.
SMILES | VEEV TC-83 Vero | M. tuberculosis | M. tuberculosis HTS | influenza NS1A | PhoP GFP inhibition | others
NC(=O)COC(=O)CC(c1ccccc1)c1ccccc1 | 0.5% | 37% | 7% | 1% | 9%
COc1ccc(-c2cc(C)no2)cc1S(=O)(=O)NCC(C)c1ccccc1 (configuration not stated) | 4.2% | 2% | -13% | 8% | -7%
Cc1ccc(S(=O)(=O)/N=C2/NC(=O)/C(=C/c3ccccc3)S2)cc1 | 1.7% | 27% | -2% | -5% | 3%
N#Cc1ccc(CN2CCN(C(=O)c3ccccc3)CC2)c(Cl)c1 | i | 5% | 0% | -2% | -3% | VEEV TC-83 Vero 10K pilot screen=0.8
CCOC(=O)C1C(c2ccc(Cl)cc2)NC(=S)NC1(O)C(F)(F)F (configuration not stated) | 0.2% | -5% | -5% | -3% | 4%
Cc1cc(C)cc(N(CC(=O)NC(C)(C)C)C(=O)CCC(=O)Nc2ccccn2)c1 | 6.3% | 8% | -2% | -1% | -5%
CC(=O)CSc1nc(CCc2ccccc2)c(C#N)c(=O)[nH]1 | 0.0% | · | · | -5% | ·
Cc1ccc2nc(SCC(=O)NC3CC3)[nH]c2c1 | 2.9% | 10% | -7% | 9% | -8%
COCCC(=O)N1CCC(Oc2ccc(C(=O)N3CCCCCC3)cc2)CC1 | 2.1% | 0% | 5% | -5% | 10%
CCN(CC)S(=O)(=O)c1ccc2c(c1)nc(SCC(=O)NCC1CCCO1)n2CC (configuration not stated) | 1.8% | -3% | 2% | -2% | 1%
CCOC(=O)N1CCN(C2=CC(=O)OC23CCCCC3)CC1 | 0.0% | 1% | 1% | -2% | -15%
COc1cc(/C=C2\SC(=O)N(CCNC(=O)c3cnc(C)cn3)C2=O)cc(OC)c1OC | 11% | 2% | -1% | 4% | 2%
COc1ccc(N(C(=O)Cc2cccs2)C(C(=O)NC2CCCC2)c2ccncc2)cc1 (configuration not stated) | 0.9% | -3% | 1% | -5% | 2%
O=C(Cc1noc2ccccc12)NNC(=S)Nc1ccccc1 | 1.6% | 2% | 5% | -1% | 0%
COc1ccc(C2NC(=O)NC3=C2CCc2ccccc23)cc1 (configuration not stated) | 11% | 13% | 8% | 6% | 16%
Cc1cc(C)n2c(SC(C)C(=O)NC3(C#N)CCCCC3)nnc2n1 (configuration not stated) | 3.8% | -13% | 7% | -9% | ·
O=C(CCCC(=O)N1CCN(c2ccccc2F)CC1)N1CCN(c2ccccc2F)CC1 | i | 4% | 4% | 6% | -7%
COc1cc(CCc2ccc3c(c2)OCO3)oc(=O)c1 | 0.8% | -15% | -4% | 6% | 11%
Cc1nn(-c2ccccc2)c(Cl)c1C(=O)NCC(C)c1ccccc1 (configuration not stated) | i | 46% | -12% | -8% | 14%
CCOC(=O)c1nn(-c2ccccc2)c(-c2ccccc2)c1C(=O)c1ccccc1 | 1.1% | ? | -2% | -3% | -9%
CCC(=O)Nn1c(C2CCC2)nc2ccccc2c1=O | i | -13% | 5% | 15% | -3%
COCCCNC(=O)CS(=O)Cc1nc(-c2cccc(OC)c2)oc1C (configuration not stated) | i | -9% | 0% | -2% | -2%
Cc1c(Cl)cccc1NC(=S)N(CCN(C)C)C(C)c1ccccn1 (configuration not stated) | 1.8% | 2% | 0% | 14% | 9%
COc1ccc(C(=O)n2cc(C(=O)c3cc(C)ccc3O)cn2)cc1OC | 2.6% | -4% | 3% | -3% | -3%
CCc1c(C(=O)Nc2ccc(OC)c(Cl)c2)[nH]c(C)c1C(C)=O | 1.2% | 10% | -8% | -5% | 2%
O=C(NC1CC1)C1CCN(C(=O)c2ccc(Cl)cc2Cl)CC1 | 0.4% | 2% | 6% | 3% | 2%
COc1cc2c(C#CCCO)c(-c3ccc(C#N)cc3)oc(=O)c2cc1OC | i | 27% | -3% | -15% | ·
Cn1cc(CN2CCN(Cc3ccccc3)C(CCO)C2)c(-c2ccccc2)n1 (configuration not stated) | 0.3% | -4% | -20% | -5% | 14%
COc1ccc(CC(=O)NNC(=O)COc2ccc(C)cc2)cc1S(=O)(=O)N1CCOCC1 | 1.3% | -3% | 2% | -1% | -6%
COc1ccc2[nH]c3c(c2c1)CCN1C(=O)N([C@@H](C)C(=O)NCC2CCCO2)C(=O)[C@]31C (some centres not stated) | 0.1% | 29% | -4% | 7% | -8%
CC(=O)Nc1ccc(CC(=O)N2CCN(Cc3ccccc3)CC2)cc1 | 0.1% | 2% | -10% | 8% | 0%
COc1cc(C(=O)NC(=S)Nc2nccs2)cc(OC)c1OC | 0.7% | -12% | 2% | 3% | -7%

Arranged by molar mass (low to high): some entries from above.
SMILES | VEEV TC-83 Vero | M. tuberculosis | M. tuberculosis HTS | influenza NS1A | PhoP GFP inhibition | others
CCc1c(C(=O)Nc2ccc(OC)c(Cl)c2)[nH]c(C)c1C(C)=O | 1.2% | 10% | -8% | -5% | 2%
CC(=O)Nc1ccc(CC(=O)N2CCN(Cc3ccccc3)CC2)cc1 | 0.1% | 2% | -10% | 8% | 0%
COc1cc2c(C#CCCO)c(-c3ccc(C#N)cc3)oc(=O)c2cc1OC | i | 27% | -3% | -15% | ·
COc1ccc2[nH]c3c(c2c1)CCN1C(=O)N([C@@H](C)C(=O)NCC2CCCO2)C(=O)[C@]31C (some centres not stated) | 0.1% | 29% | -4% | 7% | -8%
COc1ccc(CC(=O)NNC(=O)COc2ccc(C)cc2)cc1S(=O)(=O)N1CCOCC1 | 1.3% | -3% | 2% | -1% | -6%

Compound activity deposited in PubChem by Southern Research Specialized Biocontainment Screening Center.
